Screening results deposited in PubChem BioAssay by National Center for Advancing Translational Sciences (NCATS).
GLA spleen mod: qHTS Assay for Inhibitors and Activators of Human alpha-Galactosidase From Spleen Homogenate; Alpha-galactosidase A (Homo sapiens), P06280; Potency, µM (doses to about 80 µM), for the others: at the top dose activity change, negative = inhibition, usual class: inhibitors; human spleen homogenate, 4MU-alpha-Gal fluorescence, 40 min; AID 2107, 2009; 240,000 tested, 0.008% active;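 note: 0% = enzyme with vehicle and -100% = no enzyme basal signal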
Target sequence (P06280 32-429 limits assumed): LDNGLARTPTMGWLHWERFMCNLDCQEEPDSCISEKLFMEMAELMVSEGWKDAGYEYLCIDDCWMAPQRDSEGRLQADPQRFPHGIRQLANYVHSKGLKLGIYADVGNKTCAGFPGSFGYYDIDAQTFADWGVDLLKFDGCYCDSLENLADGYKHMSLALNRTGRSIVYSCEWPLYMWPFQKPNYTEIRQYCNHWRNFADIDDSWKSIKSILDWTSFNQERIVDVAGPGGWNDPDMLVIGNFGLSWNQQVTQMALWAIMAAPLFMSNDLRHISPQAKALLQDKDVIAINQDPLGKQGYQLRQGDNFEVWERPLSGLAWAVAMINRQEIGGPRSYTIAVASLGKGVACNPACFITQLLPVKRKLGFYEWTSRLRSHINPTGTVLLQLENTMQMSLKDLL
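Fluorogenic readout (Ex 365/Em 440 nm) of 4-methylumbelliferone released from 1 mM 4-MU-alpha-galactoside by spleen homogenate, 40 min at 37C, pH 5.0. Data normalized to no-enzyme and enzyme controls; Hill-equation AC50 from compound titrations.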
TRb SRC2 PPI: qHTS for Inhibitors of the Interaction of Thyroid Hormone Receptor and Steroid Receptor Coregulator 2 | AID 1469, 2008 | Thyroid hormone receptor beta (Homo sapiens), P10828 | TRbeta-SRC2 peptide binding, fluorescence polarization; receptor liganded with 1 µM T3 | Potency, µM (titrated, usually from 106 µM), without a hit: top-dose activity change, negative = inhibition, hits mostly inhibitors | 280,000 tested, 0.065% active;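 note: plate controls were bound peptide for no effect and peptide without receptor for full effect; nearly all actives have a fitted effect of over 50% in size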
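Assay buffer: 20 mM Tris-HCl, 100 mM NaCl, 10% glycerol, 1 mM EDTA, 0.01% NP-40, 1 mM DTT, 1 uM T3, 5% DMSO; TRb LBD 0.6 uM, Texas Red SRC2 20 nM; FP after 5 hr.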
Tau ThT inhib: qHTS for Inhibitors of Tau Fibril Formation, Thioflavin T Binding; Microtubule-associated protein tau (Homo sapiens), P10636; recombinant tau K18 P301L, heparin-induced fibrillization, ThT fluorescence; Potency, µM (doses to about 57.4 µM), inactives show top-dose activity, negative = inhibition, actives largely listed as inhibitors; 270,000 tested, 2.1% active; AID 1460, 2008; note: nearly all actives have a fitted effect of over 55% in size
Target sequence (P10636 561-689 P618L limits assumed): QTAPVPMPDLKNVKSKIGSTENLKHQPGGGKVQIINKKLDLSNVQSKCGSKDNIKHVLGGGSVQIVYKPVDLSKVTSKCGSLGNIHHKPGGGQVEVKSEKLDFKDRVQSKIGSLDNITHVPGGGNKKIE
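ThT emission at 510 nm, taken 1 hr after adding 30 uM dye, quantifies aggregates formed when 20 uM heparin acts on human tau K18 P301L for 6 hr at 37 C.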
Tau FP inhib: qHTS for Inhibitors of Tau Fibril Formation, Fluorescence Polarization | Microtubule-associated protein tau (Homo sapiens), P10636 | K18 P301L tau heparin fibrillization, Alexa594 FP, 6 h | Potency, µM (doses to about 57.7 µM), without a hit: at the top dose activity, negative = inhibition, hits mostly inhibitors | 280,000 tested, 0.39% active; note: nearly all actives have a fitted effect of over 55% in size
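K18 P301L tau (15 uM unlabeled/0.24 uM Alexa 594-labeled, final) + compound + heparin 20 uM final; 100 mM NaOAc pH 7; 6 hr 37 C; ThT 30 uM final added, 1 hr RT; FP ex 555/em 632 nm.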
L3MBTL1 inh: qHTS Assay for the Inhibitors of L3MBTL1. 230,000 tested, 0.66% active. AID 485360, 2010. AlphaScreen L3MBTL1–H3K9me1 peptide binding. Lethal(3)malignant brain tumor-like protein 1 (Homo sapiens), Q9Y468. Potency, µM (titrated, usually from 57.1 µM), inactives show at the top dose activity, negative = inhibition, hits mostly inhibitors; note: nearly all actives have a fitted effect of over 60% in size
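L3MBTL1 (50 nM) pre-complexed 30 min with biotinylated H3(1-15)K9me1 peptide (75 nM), then compounds added for 30 min at room temperature; AlphaScreen streptavidin donor/nickel chelate acceptor beads (10 ug/mL final) read after 30 min dark incubation.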
Tau fluor counter: Counterscreen qHTS for Inhibitors of Tau Fibril Formation, Fluorescence Polarization. tau K18 P301L Alexa594 fluorescence, heparin fibrillization. 280,000 tested, 0.93% active. Potency, µM (highest dose often 57.7 µM), inactives show top-dose activity change, negative = decrease. AID 1463, 2008; note: nearly all actives have a fitted effect of over 55% in size
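Human tau K18 P301L (15 uM unlabeled, 0.24 uM Alexa 594-labeled) in 100 mM sodium acetate pH 7 with 20 uM heparin, 6 hr at 37 C. ThT 30 uM added, 1 hr ambient; Alexa 594 FP and total fluorescence read at 555/632 nm.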
ALDH1A1 block: qHTS Assay for Inhibitors of Aldehyde Dehydrogenase 1 (ALDH1A1) | Aldehyde dehydrogenase 1A1 (Homo sapiens), P00352 | Purified ALDH1A1, NADH fluorescence, propionaldehyde substrate | 220,000 tested, 7.3% active | Potency, µM (highest dose often 75.3 µM), without a hit: at the highest dose activity, negative = inhibition, usual class: inhibitors | AID 1030, 2008; active = well fitted inhibition curve with a large enough effect, not every such curve was filed as active; inconclusive = small, poorly fitted or top-dose-only effect, or another doubt; inactive = no such curve, though single readings can be large or run the other way;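 note: plate controls were no enzyme wells and a reference inhibitor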
Target sequence (P00352 whole entry, looked up): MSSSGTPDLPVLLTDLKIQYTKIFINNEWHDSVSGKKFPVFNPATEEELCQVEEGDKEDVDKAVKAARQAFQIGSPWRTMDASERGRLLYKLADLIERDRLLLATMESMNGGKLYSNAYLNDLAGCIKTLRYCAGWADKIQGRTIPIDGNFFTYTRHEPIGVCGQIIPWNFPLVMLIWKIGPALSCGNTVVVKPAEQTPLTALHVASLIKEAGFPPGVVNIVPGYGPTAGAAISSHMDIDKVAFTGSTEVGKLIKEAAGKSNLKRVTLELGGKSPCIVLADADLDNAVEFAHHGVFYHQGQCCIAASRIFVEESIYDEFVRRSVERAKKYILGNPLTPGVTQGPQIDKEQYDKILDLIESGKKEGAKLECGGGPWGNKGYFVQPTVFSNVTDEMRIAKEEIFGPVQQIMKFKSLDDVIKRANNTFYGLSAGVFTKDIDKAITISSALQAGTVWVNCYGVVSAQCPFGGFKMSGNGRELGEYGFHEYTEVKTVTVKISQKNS
TexasRed fluor: Total Fluorescence Counterscreen for Inhibitors of the Interaction of Thyroid Hormone Receptor and Steroid Receptor Coregulator 2; TRb/SRC2 Texas Red total fluorescence interference; Potency, µM (highest dose often 106 µM), for inactives: at the top dose fluorescence change, negative = quenching; 280,000 tested, 0.29% active; active = well fitted curve in either direction with a large enough effect; inconclusive = small, poorly fitted or top-dose-only effect
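Human TRβ ligand-binding domain (0.6 uM) and Texas Red SRC2 peptide (20 nM) in Tris buffer with 1 uM T3 and 5% DMSO were incubated with pinned compound for 5 hr at ambient temperature. Total fluorescence was computed as S + 2P (555/632 nm).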
Starred values were filed as active, the others as inactive; ? = inconclusive; nt = no result given; [ ] = remark or other dose. Unless noted, calls come from the whole dose curve; as a rule, active = well fitted curve in the direction sought with a large enough effect; inconclusive = small, poorly fitted or top-dose-only effect, or another doubt; inactive = no such curve, though single readings can be large; an effect the other way counts as inactive or inconclusive. Unless noted, % is set by controls: 0 for no effect and ±100 for the full control effect; potency is the fitted concentration of half-maximal effect.

SMILES	GLA spleen mod	TRb SRC2 PPI	Tau ThT inhib	Tau FP inhib	L3MBTL1 inh	Tau fluor counter	ALDH1A1 block	TexasRed fluor
COc1ccc(NC(=O)COC(=O)c2ccncc2)c(OC)c1	-1%	-3%	5%	12%	7%	9%	0%	1%
CSc1ccc(S(=O)(=O)Nc2ccc(F)cc2)cc1	6%	-10%	-4%	4%	6%	-15%	?	-3%
CCOC(=O)CCC(=O)NCc1ccc2c(c1)cc(C)n2C	2%	-13%	-3%	-2%	-4%	-1%	-7%	0%
Cn1ncc(C(=O)N2CCN(c3ccccc3)CC2)c1C1CCN(C(=O)OC(C)(C)C)CC1	nt	-4%	-9%	-11%	nt	-4%	nt	-12%
CCOc1ccc(CNC(=O)c2ccc3c(c2)N(CC)CCS3)cc1	nt	-9%	-8%	12%	-1%	?	nt	2%
CC(C)(C)c1ccc(C(=O)NCCc2csc3nc(-c4ccccc4F)nn23)cc1	nt	2%	-7%	11%	nt	-21%	nt	-2%
COc1ccccc1/C=N/NC(=O)C(=O)Nc1ccccc1OC(F)(F)C(F)F	2%	5%	-19%	-1%	-4%	-18%	19%	?
Cn1c(SCc2nc3cc(C(=O)O)ccc3c(=O)[nH]2)nnc1C(F)(F)F	-2%	1%	-4%	6%	-12%	1%	-6%	0%
O=C(NCCCN1CCN(c2ccccc2F)CC1)c1cc2c(Cl)nc3ccccc3c2s1	nt	-3%	3%	-14%	nt	-24%	nt	-3%
CCOc1ccccc1C(=O)N(CN1CCCC1=O)c1cccc(Cl)c1	-4%	1%	-18%	-5%	9%	-10%	-6%	-2%
CC1Cc2ccccc2N1C(=O)CSc1nnnn1C (stereo unspecified)	-4%	2%	-5%	4%	nt	-5%	-4%	-1%
COc1ccc(CN(C)Cc2ccccc2)c(OC)c1OC	0%	0%	1%	2%	10%	1%	0%	4%
CS(=O)(=O)N(Cc1ccc(Cl)cc1)c1ccc(C(=O)NCc2ccccn2)cc1	-4%	3%	nt	-6%	nt	-23%	nt	0%
CC(C)NS(=O)(=O)c1ccc(OCC(=O)N2CCN(c3ccccc3F)CC2)cc1	nt	1%	-6%	2%	nt	-10%	nt	2%
O=C(CNC(=O)c1cnccn1)Nc1ccc(F)c(F)c1F	5%	-13%	-3%	-1%	3%	5%	19%	-3%

Seven compounds picked at random from those above:
SMILES	GLA spleen mod	TRb SRC2 PPI	Tau ThT inhib	Tau FP inhib	L3MBTL1 inh	Tau fluor counter	ALDH1A1 block	TexasRed fluor
Cn1ncc(C(=O)N2CCN(c3ccccc3)CC2)c1C1CCN(C(=O)OC(C)(C)C)CC1	nt	-4%	-9%	-11%	nt	-4%	nt	-12%
O=C(NCCCN1CCN(c2ccccc2F)CC1)c1cc2c(Cl)nc3ccccc3c2s1	nt	-3%	3%	-14%	nt	-24%	nt	-3%
O=C(CNC(=O)c1cnccn1)Nc1ccc(F)c(F)c1F	5%	-13%	-3%	-1%	3%	5%	19%	-3%
CCOC(=O)CCC(=O)NCc1ccc2c(c1)cc(C)n2C	2%	-13%	-3%	-2%	-4%	-1%	-7%	0%
COc1ccc(NC(=O)COC(=O)c2ccncc2)c(OC)c1	-1%	-3%	5%	12%	7%	9%	0%	1%
CSc1ccc(S(=O)(=O)Nc2ccc(F)cc2)cc1	6%	-10%	-4%	4%	6%	-15%	?	-3%
COc1ccc(CN(C)Cc2ccccc2)c(OC)c1OC	0%	0%	1%	2%	10%	1%	0%	4%

Remaining list, next part.
SMILES	GLA spleen mod	TRb SRC2 PPI	Tau ThT inhib	Tau FP inhib	L3MBTL1 inh	Tau fluor counter	ALDH1A1 block	TexasRed fluor
CCOc1ccc(NC(=O)CN(c2ccc(OCC)cc2)S(=O)(=O)c2c(C)[nH]c(=O)[nH]c2=O)cc1	-4%	1%	-19%	5%	nt	-11%	-2%	-1%
COCCN(C(=S)Nc1ccccc1OC)C1CCN(C(C)=O)CC1	-9%	-1%	-1%	-6%	31%[activator]	-8%	5%	2%
O=C1OCCN1C(=O)[C@H]1[C@H](c2ccc(Cl)cc2)C(c2ccc(F)cc2)=NN1c1ccc(Br)cc1	6%	10%	-10%	-7%	32%[activator]	?	?	0%
CCOC(=O)NC(=O)c1cn(C(CC)CO)c(=O)[nH]c1=O (stereo unspecified)	-7%	13%	0%	2%	9%	-5%	-1%	-2%
Fc1ccccc1CSc1ncnc2c1oc1ccccc12	3%	-3%	?	-7%	5%	-14%	-16%	-1%
Cn1cnnc1SCCCN1C(=O)c2cccc3cccc(c23)C1=O	-7%	1%	2%	-5%	0%[11.4 µM]	6%	?	-9%
Cc1cccc(CCNC(=O)CN(c2ccc(C(C)C)cc2)S(=O)(=O)c2c(C)nn(C)c2C)c1	nt	-7%	-2%	0%	nt	2%	nt	-1%
CCC(C)(C(=O)NC1CCCC1)N(CC1CCCO1)C(=O)CNC(=O)c1ccccc1 (stereo unspecified)	-11%	-9%	-2%	4%	nt	4%	-9%	-1%
CC(C)(C)NC(=O)CSC(=Nc1ccc(F)cc1)NC#N	-16%	-2%	?	4%	-2%	-20%	-4%	4%
CCOC(=O)C1(Cc2cccc(F)c2)CCN(Cc2cnn(CC)c2C)CC1	-4%	-6%[53 µM]	-6%	-4%[2.34 µM]	-1%	5%[2.34 µM]	-14%	0%[53 µM]
CCOC(=O)C1CCN(C(=O)c2c(-c3c(Cl)cccc3Cl)noc2C)CC1	4%	1%	0%	2%	-2%[11.4 µM]	5%	5%	-5%
CCCCCOc1ccc(OC(=O)c2ccncc2)cc1	-11%	-4%	-16%	10%	4%	-9%	12%	1%
Nc1c(C(=O)O)ccc2c1C(=O)c1ccccc1C2=O	1%	-17%	10µM*	-11%	-21%	-29%	?	?
O=C(Nc1cccc(C(F)(F)F)c1)C(=O)N1CCCCC1	-4%	-1%	1%	-6%	4%	-3%	6%	-4%
S=C(NCCN1CCOCC1)Nc1ccc(Nc2ccccc2)cc1	3%	-1%	?	13%	-20%	-20%	-1%	-3%
COC(=O)c1ccccc1NC(=O)c1ncoc1-c1ccco1	nt	-11%	-3%	-3%	nt	-5%	nt	-1%
CCOC(=O)Cc1cc(=O)n(-c2nc3ccccc3s2)[nH]1	3%	1%	?	-4%	28µM*	-8%	?	-7%
O=C(N/N=C\c1cccc(Cl)c1)c1ccc(Cn2cccn2)o1	3%	-3%	5%	1%	4%	-2%	3%	-1%
CCOCCc1nn2c(=O)cc(COC(=O)c3ccccc3NC(=O)C3CCCCC3)nc2s1	nt	2%	-5%	4%	nt	-5%	nt	-1%
CCOC(=O)Cc1csc(NC(=O)Nc2ccc(OC(F)(F)F)cc2)n1	4%	-9%	-22%	?	5%	?	11%	-2%
COc1ccc(CSc2nncn2C)cc1F	-6%	1%	0%	-2%	0%	3%	5%	-1%
NC(=O)Cc1ccc(C(=O)c2ccc(F)cc2)s1	2%	1%	-1%	11%	nt	5%	3%	-5%
CN(C)CCCOc1ccc(Cl)cc1Br	4%	0%	2%	3%	-3%	0%	-2%	0%
CCSc1nnc(-c2ccccc2SC)o1	?	-5%	-1%	2%	23%	1%	?	-6%
CC1CCC2C(=O)N(c3ccc(S(=O)(=O)c4ccccc4)cc3)C(=O)C2C1 (stereo unspecified)	-20%	-2%	3%	-12%	15%	-5%	1%	-1%
CN1CCC(=C2c3ccccc3Sc3ccccc32)CC1	-25%	2%	-13%	4%	nt	-14%	2%	0%
CCOc1ccc2c(c1)ncn2Cc1ccccc1	3%	6%	5%	2%	nt	0%	4%	0%
COc1ccccc1-c1c(C(F)(F)F)oc2cc(OS(C)(=O)=O)ccc2c1=O	2%	3%	-2%	5%	5%	-15%	?	-20%
O=C(O/N=C1\CCS(=O)(=O)c2sccc21)c1c(F)cccc1F	2%	-1%	8%	-5%	11%	-3%	?	-6%
CCOc1ccc(NC2OC(C)C(O)C(O)C2O)c([N+](=O)[O-])c1 (stereo unspecified)	-17%	1%	-12%	8%	-28%	-4%	2%	-2%
CSc1cc(-c2ccc(Cl)cc2)[nH]c(=O)c1C#N	7%	4%	10%	-2%	2%	-3%	?	2%
C=CCNC(=O)C12CCC(C)(C(=O)[C@H]1Br)C2(C)C (stereo partly specified)	-4%	-4%	4%	4%	1%	3%	nt	?
Cc1ccc2c(c1)nc(NCCCO)n2C	6%	1%	-4%	3%	nt	-3%	9%	-2%
Cc1ccc(S(=O)(=O)c2nc(-c3ccco3)oc2SC(C)c2ccccc2)cc1 (stereo unspecified)	nt	1%	-16%	?	nt	?	nt	1%
O=C(COc1ccc2ccccc2c1)NNC(=O)Cc1cccc2ccccc12	-2%	1%	-10%	-4%	-3%	-4%	-3%	0%
CCOC(=O)c1c(C)[nH]c(C)c1S(=O)(=O)N1CCCC(C(=O)NCc2ccccc2Cl)C1 (stereo unspecified)	nt	1%	-15%	1%	nt	-25%	nt	-2%
COc1ccc(NC(=O)C(c2ccc(OC)cc2)N(Cc2ccco2)C(=O)CC2NC(=O)NC2=O)cc1 (stereo unspecified)	-5%	-5%	-9%	-1%	nt	-9%	-6%	-3%
COc1ccc(CNC(=O)CCNS(=O)(=O)c2ccc3c(c2)oc(=O)n3C)cc1	nt	-6%	1%	3%	nt	-11%	nt	0%
CC(=O)Nc1ccc(N(C(=O)c2ccco2)C(C(=O)NC2CCCC2)c2ccc(N3CCOCC3)cc2)cc1 (stereo unspecified)	-11%	1%	-10%	-8%	8%	-15%	-10%	-2%
CCCc1cc(=O)c2ccc(OC/C(C)=N/O)cc2o1	0%	4%	-8%	-3%	6%	-9%	nt	-2%
